Screening data as filed in PubChem BioAssay.
AMA1-RON2 inh – qHTS for Inhibitors of AMA1-RON; Towards Development of Antimalarial Drug Lead: Primary Screen; Plasmodium falciparum AMA1 (3D7) - RON2 peptide interaction; Potency, µM (series often up to 58.2 µM), for the others: top-dose activity change, negative = inhibition, most hits filed as inhibitors; AlphaScreen AMA1-biotinylated RON2 peptide binding; AID 720542, 2013; hit rate 0.2% among 360,000; active = well fitted inhibition curve with a large enough effect; inconclusive = small, poorly fitted or top-dose-only effect; inactive = no such curve, though single readings can be large or run the other way;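 note: potency is the fitted concentration of half-maximal effect; 0% = vehicle wells and -100% = peptide control; nearly all actives have a fitted effect of over 45% in size; some results filed as inactive show a strong effect at the top dose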
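AMA1 (3D7) with his tag at 25 nM final met compounds first, then biotinylated RON2 peptide at 25 nM; detection used donor plus acceptor beads, 10 µg/mL apiece, read by AlphaScreen after 30 min at room temperature.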
HCMV antiviral – qHTS Assay for inhibitors of the human cytomegalovirus (HCMV). HFF cells, HCMV-luciferase reporter, 72 h; hits give low values. activity change, negative = inhibition, % at 57.5 µM. hit rate 4.5% among 410,000; in the data active = activity change below about -60%; inconclusive = no clear call, values can overlap the other calls; inactive = above about -39%
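Screen run at 2 compound doses on HFFs infected with reporter HCMV, MOI 1 PFU/cell. Luciferase activity from cell lysates at 72 h post infection gave inhibition relative to buffer-only and Salinomycin wells.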
* marks the source's active call; other numbers are inactive results; ? = inconclusive; [ ] = dose if it differs, or a comment. Unless noted, % is set by controls: 0 for no effect and ±100 for the full control effect. Some of the compounds tested, so the mix of outcomes need not match the whole.

A first look:
SMILES	AMA1-RON2 inh	HCMV antiviral
CCc1nc2c(OCC3COc4ccccc4O3)cccn2c1N(C)C(=O)c1ccc(OC)cc1 (stereo unspecified)	0%	-5
CCCNC(=O)C1(C)CCN(C(=O)c2ccc(OC)cc2OC)C1 (stereo unspecified)	-6%	-13

The listing, from the first entry:
SMILES	AMA1-RON2 inh	HCMV antiviral
CCc1nc2c(OCC3COc4ccccc4O3)cccn2c1N(C)C(=O)c1ccc(OC)cc1 (stereo unspecified)	0%	-5
CCCNC(=O)C1(C)CCN(C(=O)c2ccc(OC)cc2OC)C1 (stereo unspecified)	-6%	-13
COc1cc2c(=O)[nH]c3cc([N+](=O)[O-])ccc3c2cc1[N+](=O)[O-]	-22%	-94*
Cc1ccc(-n2ncc(-c3n[nH]c(=S)o3)c2N)cc1C	126%[activator]	-1
Nc1ccn([C@@H]2O[C@H](C(=O)N(CCC3=CCCCC3)CC3CC3)[C@@H](O)[C@H]2O)c(=O)n1	6%	-26
CCCCCCNC(=O)O[C@H]1C[C@@H]2C(=O)N(c3ccccc3)C(=O)[C@@H]2[C@@H]2CN(S(=O)(=O)c3ccc(C)cc3)C[C@]12O	-7%	3
CCCS(=O)(=O)NC(=O)C1(C)CCCN(C(=O)c2nc3ccccc3s2)C1 (stereo unspecified)	12%	32
c1cc(-c2ccc3c(c2)CCO3)n2cnnc2c1	1%	-6
CCc1nc2c(OCCOc3ccc(F)cc3)cccn2c1N(C)C(=O)C(C)C	-3%	-14
N#Cc1cccc(C(Br)S(=O)(=O)c2ccccc2)c1 (stereo unspecified)	-3%	-91*
CCN(CC)C(=O)C1=C(C)N(CCCN2CCCC2=O)C(=O)C(CC(=O)NCCCN(C)C)C1 (stereo unspecified)	-6%	-10
COC(=O)c1ccc2c(=O)n(CCN3CCOCC3)c(SCC(=O)Nc3ccccc3OC)nc2c1	4%	-39
C[C@@H]1CN([C@@H](C)CO)C(=O)CCCn2cc(nn2)CO[C@H]1CN(C)C(=O)OCc1ccccc1	13%	-13
Cc1nc(C(F)(F)F)ccc1C(=O)N1CCC1(C)C(=O)NS(=O)(=O)c1ccc(F)cc1F (stereo unspecified)	-3%	-11
COc1ccc(-c2ccc(C(=O)NCc3ccc(F)c(F)c3)c3occc23)c(C)c1	-2%	?
CC(C)N1CCC1(C)C(=O)Nc1nccc2cccnc12 (stereo unspecified)	118%[activator]	-25
Cc1cccc(C)c1NC(=O)C(c1ccccc1OC(F)(F)F)N1CCN(c2ccc(F)cc2)CC1 (stereo unspecified)	-10%	20
O=C(OCc1cn([C@H]2C[C@H](c3ccc(Cl)cc3)N(CC3CCCCC3)C[C@@H]2O)nn1)c1ccccc1	-9%	-11
CC1(Oc2cccc(C#N)c2)CCN(Cc2ccc(-c3ccccn3)cc2)C1 (stereo unspecified)	-25%	-15
CCCCNC(=O)C1(C)CCN1C(=O)c1cc(-c2ccccc2)cs1 (stereo unspecified)	21%	-15
CCOC(=O)CCCCCC(=O)Nc1ccc2c(c1)C(=O)N([C@H](C)CO)C[C@H](C)[C@H](CN(C)C(=O)C1CCCCC1)OCCCC[C@@H](C)O2	11%	18
CC1(C(=O)NS(=O)(=O)c2cccc(Cl)c2)CCN1C(=O)Cc1ccc(Cl)cc1Cl (stereo unspecified)	-8%	-35
Cc1cccc(CN2CCN(C3CN(CCc4ccccc4)S(=O)(=O)C3)CC2)c1 (stereo unspecified)	2%	-63*
C[C@H](CO)N1C[C@H](C)[C@H](CN(C)C(=O)Nc2ccccc2F)OCc2cnnn2CCCC1=O	-2%	-1

A draw from above in order of molar mass, high to low.
SMILES	AMA1-RON2 inh	HCMV antiviral
O=C(OCc1cn([C@H]2C[C@H](c3ccc(Cl)cc3)N(CC3CCCCC3)C[C@@H]2O)nn1)c1ccccc1	-9%	-11
Cc1nc(C(F)(F)F)ccc1C(=O)N1CCC1(C)C(=O)NS(=O)(=O)c1ccc(F)cc1F (stereo unspecified)	-3%	-11
CC(C)N1CCC1(C)C(=O)Nc1nccc2cccnc12 (stereo unspecified)	118%[activator]	-25

New compounds follow
SMILES	AMA1-RON2 inh	HCMV antiviral
CC(NC(=O)C1CC(=O)N(c2ccc3c(c2)OCCO3)C1)c1ccccc1 (stereo unspecified)	8%	-11
CSc1ccccc1NC(=O)C1(C)CCN1C(=O)Cc1ccccc1Cl (stereo unspecified)	-3%	-6
CCN(c1ccccc1)S(=O)(=O)c1cccc(C(=O)NCC(c2ccc(OC)cc2)N2CCCCC2)c1 (stereo unspecified)	28%	-19
COc1ccccc1C#Cc1cnc2c(c1)C(=O)N([C@H](C)CO)C[C@@H](C)[C@@H](CN(C)C(=O)c1ccc3c(c1)OCO3)O2	3%	1
O=C(NCc1ccc(F)cc1)c1cc(C2CCCN(C(=O)c3ccccn3)C2)on1 (stereo unspecified)	18%	-31
CCOC(=O)C1CCCN(C(=O)c2cccc(S(=O)(=O)NCc3ccccc3)c2)C1 (stereo unspecified)	113%[activator]	9
COCc1cc(=O)n2[nH]c(C)c(-c3ccc(Cl)cc3)c2n1	102%[activator]	-14
O=C1NC[C@H](Cc2ccc(O)cc2)N(C[C@H]2CCCN2C[C@H](Cc2ccccc2)N2C[C@H](Cc3ccccc3)N(CCc3ccccc3)C(=O)C2=O)C1=O	-4%	-36
Cc1ccc(S(=O)(=O)N2C(c3cccc(Cl)c3)CC=C(C(=O)O)C2c2cccc(Cl)c2)cc1 (stereo unspecified)	-11%	-2
COc1ccccc1CN(C)C[C@@H]1OCc2cnnn2CCCC(=O)N([C@@H](C)CO)C[C@H]1C	8%	-13
COc1cccc(C(c2nnnn2C2CCCCC2)N2CCN(C/C=C/c3ccccc3)CC2)c1OC (stereo unspecified)	0%	-21
C[C@@H]1CN([C@@H](C)CO)C(=O)CCCn2nncc2CO[C@H]1CN(C)C(=O)Nc1cccc2ccccc12	3%	-3
COC(=O)[C@@]12C[C@@H](CC(=O)N3CCN(C(=O)C4CC4)CC3)C(=O)N(Cc3ccccc3)C1=CCC(C)(C)C2	-7%	-16
O=C(N[C@H]1C=C[C@H](CC(=O)N2CCCCC2)O[C@@H]1CO)c1cccc(F)c1	-2%	3
O=C(Nc1cccc(OC(F)(F)F)c1)C1Cc2c(-c3ccccc3Oc3ccccc3)ccnc2O1 (stereo unspecified)	-9%	-34
CC1=C(C(=O)N(C(C)C)C(C)C)CC(CC(=O)NC2CCCCC2)C(=O)N1CCCN1CCCC1=O (stereo unspecified)	13%	-10
COCCNc1nc(Oc2cccc(NC(C)=O)c2)c2sc(-c3ccccc3)cc2n1	-3%	?
Clc1ccc(CSc2nnc(-c3ccccn3)n2Cc2ccco2)cc1Cl	0%	-20
Cc1cc(NS(C)(=O)=O)c(=O)n(Cc2cccc(C(F)(F)F)c2)c1	2%	5
O=[N+]([O-])c1ccc2[nH]ccc2c1	-2%	21
CCCCCC(=O)N1C[C@H](n2cc(-c3ccc(F)cc3)nn2)[C@@H](O)C[C@@H]1c1ccc(Cl)cc1	-9%	?
COCCCN1C(=O)C(CC(=O)NC2CCCCC2)CC(C(=O)N2CCCCCC2)=C1C (stereo unspecified)	6%	-9
COc1ccc(C(O)c2ncc(-c3cccc(OC)c3)[nH]2)cc1 (stereo unspecified)	-6%	-5
CC1(Oc2ccccc2)CCN(Cc2ccc(-c3ccccn3)cc2)C1 (stereo unspecified)	-27%	-37
CC(=O)Nc1cccc(-c2ccnc3c2CC(C(=O)NCc2cccc(Cl)c2)O3)c1 (stereo unspecified)	-2%	-29
COc1ccc(NC(=O)Nc2nnc([C@H]3C[C@H](O)[C@@H](CO)O3)s2)cc1	8%	-3
CCCCCCN1CCN(C2CN(Cc3ccc([N+](=O)[O-])cc3)S(=O)(=O)C2)CC1 (stereo unspecified)	0%	-11
C[C@@H]1CN([C@@H](C)CO)C(=O)CCCn2cc(nn2)CO[C@H]1CN(C)C(=O)CCCN(C)C	-2%	-12
COc1ccc(Cc2n[nH]c(=S)n2-c2cc(C)ccc2C)cc1OC	90%[activator]	-12
COC(=O)c1ccc2nc(-c3ccc(C#N)cc3)c(Cc3cccc(Cl)c3)n2c1	-3%	63
CN(c1ccc(-c2csc(NC(=O)CCCc3nc4ccccc4c(=O)[nH]3)n2)cc1)S(C)(=O)=O	-6%	-19
CCOC(=O)C1=CCC(c2cccs2)N(S(=O)(=O)c2ccc(C)cc2)C1 (stereo unspecified)	15%	-17
CCOc1ccccc1-c1cnc(NC)cn1	0%	?
CC(C)(C)OC(=O)NCc1ccc(CNC(=O)c2[nH]cnc2C(=O)Nc2ccccc2F)cc1	126%[activator]	-32
CC(C)(C)C(=O)N1Cc2cc(N3CCOCC3)ccc2-n2nncc2C1	13%	-21
CCOc1ccc(Cl)cc1-c1cc(C(=O)NC2CCCCC2)[nH]n1	15%	-14
COc1ccc(NC(=O)N(C)[C@H]2C[C@H]3c4[nH]c5ccc(-c6ccc(OC)cc6)cc5c4CCN3C[C@H]2[C@H](C)O)cc1	?	-104*
CCc1cc(C(=O)Nc2cc(S(=O)(=O)N3CCCCC3)ccc2N2CCN(C)CC2)sc1C	-23%	-34
Cc1noc(C)c1C(=O)N1CCC1(C)C(=O)NS(=O)(=O)c1ccc(Cl)cc1 (stereo unspecified)	8%	-22
CC1(C(=O)Nc2cccc(Oc3ccccc3)c2)CCN1Cc1cccc2c1OCO2 (stereo unspecified)	-10%	-1
Cc1cc(Br)cn2c(CC(C)(C)C)c(-c3cccc(Cl)c3)nc12	0%	7
CCC(c1nnnn1C1CCCC1)N1CCN(C/C=C/c2ccccc2)CC1 (stereo unspecified)	-6%	-25
CC(=O)c1ccc(Nc2nc(C(C)N)cs2)cc1 (stereo unspecified)	103%[activator]	71
O=C(c1cccs1)N1C[C@@H](O)[C@H](n2cc(C3CC3)nn2)C[C@@H]1c1ccc(Cl)cc1	6%	9
COc1ccccc1N1CCN(S(=O)(=O)c2ccc([N+](=O)[O-])cc2)CC1	-27%	121
CCOC(=O)C1=C[C@@H](CC)N(S(=O)(=O)c2ccc(C)cc2)[C@H]1c1cccs1	5%	?
COC(=O)N(C)C[C@@H]1OCc2ccccc2-c2c(n(C)c3ccccc23)C(=O)N([C@H](C)CO)C[C@@H]1C	15%	1
CC(C)OC1=CC(=O)OC(c2cccc(Cl)c2)C1 (stereo unspecified)	-6%	?
CCOC1=C2[C@H](c3ccccc3)N(S(=O)(=O)c3ccc(C)cc3)C[C@H]2n2c(=O)n(-c3ccccc3)c(=O)n2C1	7%	-2

Reprinted at random: 3 records from the list.
SMILES	AMA1-RON2 inh	HCMV antiviral
CC(C)OC1=CC(=O)OC(c2cccc(Cl)c2)C1 (stereo unspecified)	-6%	?
COc1ccc(NC(=O)N(C)[C@H]2C[C@H]3c4[nH]c5ccc(-c6ccc(OC)cc6)cc5c4CCN3C[C@H]2[C@H](C)O)cc1	?	-104*
CCC(c1nnnn1C1CCCC1)N1CCN(C/C=C/c2ccccc2)CC1 (stereo unspecified)	-6%	-25
